CXXC DNA block = MLL CXXC-DNA interaction inhibition. Q03164. MLL-CXXC / FITC-HOXA9 DNA fluorescence polarization. Potency, µM (highest dose often 115 µM), for the others: at the top dose activity change, negative = inhibition, most hits filed as inhibitors. actives 0.037% (n = 290,000); active = well fitted inhibition curve with a large enough effect in the polarisation, with a control signal flat, not every such curve was filed as active; inconclusive = small, poorly fitted or top-dose-only effect, or effect the other way, or a change in a side signal; inactive = no such curve, though single readings can be large or run the other way; the % refers to the polarisation; note: potency is the fitted concentration of half-maximal effect
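Fluorescence polarization: 7 uM MLL-CXXC (stock) preincubated 5 min with compounds, then 50 nM fluorescein-HOX-A9 DNA (stock) added; 30 min ambient. Buffer 50 mM Tris-HCl pH 7.5, 50 mM NaCl, 1 mM DTT, 0.05% BSA.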
ELG1 repair inh = inhibitors of ELG1-dependent DNA repair in HEK293T cells; HEK293T ELG1-luciferase reporter, luminescence, 16 h; DNA damage induced by 5-fluorouridine; Potency, µM (series often up to 46.1 µM), inactives show at the top dose activity change, negative = inhibition, actives largely listed as inhibitors; actives 2.3% (n = 330,000); note: potency is the fitted concentration of half-maximal effect; % is set by controls: 0 for no effect and ±100 for the full control effect; nearly all actives have a fitted effect of over 55% in size
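Overnight (16 hr) co-exposure of 2,000 cells/well to 5-fluorouridine and compound at 37 °C preceded detection. Luciferase was quantified via ONE-Glo luminescence; loss of signal denotes inhibition.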
p53 reactivation = restores transcriptional activity of mutant p53 | H1299 p53-A138V BP100-luciferase reporter, luminescence, 24 h | Potency, µM (series often up to 92.2 µM), for inactives: at the top dose activity change, positive = activation, hits mostly activators | actives 0.063% (n = 320,000) | AID 504706; note: potency is the fitted concentration of half-maximal effect; % of control where 0% means no effect; nearly all actives have a fitted effect of over 45% in size
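H1299 (p53-null), stable ts p53-A138V + BP100-Luc; 1000 cells/well, Opti-MEM/10% FBS; cpd 4 pt, 1:5; 24 h, 37 deg C, 5% CO2; detection reagent 10 min RT; luminescence.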
BRCA1 expr act = increases BRCA1 expression; MCF7-BRCA1-FFLuc reporter, luminescence, 48 h; response scale: scaled: vehicle 0%, 10 µM genistein 100%; Potency, µM (highest dose often 46.1 µM), for inactives: at the highest dose activation, most hits filed as activators; actives 1.1% (n = 380,000); AID 624202; note: potency is the fitted concentration of half-maximal effect; nearly all actives have a fitted effect of over 80% in size; some results filed as inactive show a strong effect at the top dose
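Luminescence from a BRCA1-driven firefly luciferase in MCF7 cells was the read-out, taken 15 min after substrate addition following 48 h compound exposure at 37 °C. Data were normalized to a 10 microM genistein control and DMSO vehicle.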
TSG101-PTAP inh = blocks PTAP/TSG101 interaction to inhibit HIV-1 budding; Q99816; Fluorescence polarization, FITC-PTAP peptide / Tsg101 binding; Potency, µM (highest dose often 115 µM), for the others: at the highest dose activity change, negative = inhibition, actives largely listed as inhibitors; 340,000 tested, under 10 active; AID 493005; active = well fitted inhibition curve with a large enough effect in the main read-out, with a control signal flat, not every such curve was filed as active; inconclusive = small, poorly fitted or top-dose-only effect, or effect the other way, or a change in a side signal; inactive = no such curve, though single readings can be large or run the other way; note: potency is the fitted concentration of half-maximal effect; % of control where 0% means no effect
Target sequence (Q99816 whole entry, looked up): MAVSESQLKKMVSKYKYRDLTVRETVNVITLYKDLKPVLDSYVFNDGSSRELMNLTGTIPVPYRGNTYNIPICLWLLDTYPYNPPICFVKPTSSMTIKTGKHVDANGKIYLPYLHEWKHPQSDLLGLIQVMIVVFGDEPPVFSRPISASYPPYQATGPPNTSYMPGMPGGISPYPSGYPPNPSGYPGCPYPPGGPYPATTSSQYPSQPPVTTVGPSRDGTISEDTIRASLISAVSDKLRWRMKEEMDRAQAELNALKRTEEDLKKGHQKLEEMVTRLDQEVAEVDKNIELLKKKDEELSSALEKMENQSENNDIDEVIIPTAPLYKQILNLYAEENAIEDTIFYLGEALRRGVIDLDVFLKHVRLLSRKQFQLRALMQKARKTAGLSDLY
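Fluorescence polarization binding of Tsg101 binding domain (10 uM final) to FITC-labeled PTAP peptide (50 nM final) in HEPES pH 7.5 buffer with NaCl, Tween 20, EDTA, TCEP. Compounds added before peptide; binding 20 min at RT.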
TRPV1 agonist = agonists of human vanilloid receptor 1 (TRPV1). TRPV1-expressing cells, Fluo-8 calcium influx, agonist mode. activation, % at 8.33 µM. actives 0.19% (n = 320,000); in the data active = activation above about 80%; inconclusive = between about 30% and that limit; note: 0% is about no effect
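Fluo-8 calcium influx in TRPV1-expressing cells, kinetic read (ex 480/em 520 nm). Compound added and read 3 min for agonist activity, followed by capsaicin at EC20 final and 2 min further read for enhancement.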
B2AR arrestin = agonists driving beta-arrestin recruitment to human beta2-adrenergic receptor | P07550 | beta-arrestin recruitment to beta2AR, cell-based reporter | Potency, µM (top dose mostly 46.1 µM), for the others: at the top dose activation, hits mostly activators | actives 0.02% (n = 330,000) | AID 492947;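 note: potency is the fitted concentration of half-maximal effect; 0% = DMSO controls and full agonism = EC100 isoproterenol or metaproterenol; nearly all actives have a fitted effect of over 65% in size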
Target sequence (P07550 whole entry, looked up): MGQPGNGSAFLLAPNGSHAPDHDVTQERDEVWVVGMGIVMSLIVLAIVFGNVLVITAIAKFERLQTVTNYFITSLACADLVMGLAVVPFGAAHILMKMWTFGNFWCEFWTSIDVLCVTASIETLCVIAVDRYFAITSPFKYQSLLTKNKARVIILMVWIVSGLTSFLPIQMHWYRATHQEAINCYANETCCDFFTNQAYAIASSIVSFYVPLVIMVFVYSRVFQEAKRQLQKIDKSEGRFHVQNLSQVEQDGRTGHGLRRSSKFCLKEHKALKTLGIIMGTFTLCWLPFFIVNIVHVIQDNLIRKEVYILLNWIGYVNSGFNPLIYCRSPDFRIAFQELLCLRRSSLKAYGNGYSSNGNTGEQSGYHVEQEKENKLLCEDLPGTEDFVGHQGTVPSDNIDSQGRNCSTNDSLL
TCR activator = T cell receptor activation; primary human leukocytes, anti-CD3, IL-2 HTRF, 48 h; Potency, µM (doses to about 9.22 µM), without a hit: at the top dose activation of IL-2 secretion, most hits filed as activators; 330,000 tested, under 10 active; AID 504894; note: % of control where 0% means no effect
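1) Mix primary human leukocytes, a-CD3 beads and compound. 2) Incubate 48 hr. 3) Add HTRF IL-2 reagents (a-IL-2-K, a-IL-2-d2).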
A-T KAP1 phos = potential ataxia-telangiectasia treatment; Potency, µM (series often up to 57.5 µM), without a hit: top-dose activation, actives largely listed as activators; […] A-T fibroblasts, KAP-1 phosphorylation AlphaLISA; neocarzinostatin DNA damage 30 min before lysis; actives 0.19% (n = 320,000); note: potency is the fitted concentration of half-maximal effect; % of control where 0% means no effect; nearly all actives have a fitted effect of over 45% in size
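ATM-like activity read as KAP-1 phosphorylation via AlphaLISA donor/acceptor antibody pairs after lysis and 6 hr at 25C. Cells were ATM-null patient fibroblasts ([…], hTERT), dosed 60 min, then exposed to the DSB inducer NCS for 30 min.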
Integrin act MD = activates integrin-mediated alleviation for muscular dystrophy | alpha7betagal myoblasts, beta-gal FDG fluorescence, 48 h | Potency, µM (doses to about 38.3 µM), inactives show top-dose activation, hits mostly activators | actives 0.064% (n = 350,000);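 note: potency is the fitted concentration of half-maximal effect; 100% = response of the positive control SU9516; nearly all actives have a fitted effect of over 60% in size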
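alpha7betagal+/- myoblasts (passage 13, 250/well) treated 48 h at 37C with compounds at 1:260 dilution of DMSO stock. Lysed, then beta-galactosidase activity read as FDG fluorescence (ex 480/em 540) after 30 min, with pre-read for autofluorescence.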
* = called active by the depositor; ? = inconclusive; · = not tested or not shown; & = joins results of further samples; [ ] = another dose, or the depositor's remark. Unless noted, calls come from the whole dose curve; as a rule, active = well fitted curve in the direction sought with a large enough effect; inconclusive = small, poorly fitted or top-dose-only effect, or another doubt; inactive = no such curve, though single readings can be large; an effect the other way counts as inactive or inconclusive.

SMILES | CXXC DNA block | ELG1 repair inh | p53 reactivation | BRCA1 expr act | TSG101-PTAP inh | TRPV1 agonist | B2AR arrestin | TCR activator | A-T KAP1 phos | Integrin act MD
Cc1ccc(C(C(=O)NCC2CCCO2)N(C(=O)c2snc(C(N)=O)c2N)c2ccccc2)o1 (configuration not stated) | 12% | -29% | -6% | -4% | -3% | 1 | -0.4% | -2% | -5% | 18%
O=C1N2CCSC2=NC1(NS(=O)(=O)c1ccccc1)C(F)(F)F (configuration not stated) | 6% | -8% | -4% | -23% | -3% | 0 | 0.2% | -22% | 1% | 13%
CC(CCN1C(N(C)C)=NC[C@@H]1C)c1ccccc1 (some centres not stated) | · | 4% | -3% | 0% | -3% | -1 | 0.2% | 0% | 23% | 6%
CCn1nnnc1SCC(=O)Nc1nc(-c2cccs2)cs1 | 2% | 0% | 8% | 0% | -3% | 3 | -0.7% | 3%[46.1 µM] | 3% | 1%
C[C@H](NC(N)=O)C(=O)Nc1ccc2c(c1)OCO2 | 3% | ? | 3% | 0% | -4% | -3 | -1.0% | -2% | -11% | ?
O=C(O)CCSc1ccc2ccccc2n1 | -1%&0% | ? | -20%&2% | 50%&17% | 0%&0% | -3&3 | 0.4%&-0.4% | -9% | 7%&7% | -15%&3%
C=CCOc1ccc(C(c2c(C)n(C)n(-c3ccccc3)c2=O)c2c(C)n(C)n(-c3ccccc3)c2=O)cc1 | -1% | 3% | 1% | -21% | 0% | 3 | -0.6% | 3% | -2% | 13%
CC(=O)NC(CC(=O)OCC(=O)c1c(N)n(CC(C)C)c(=O)n(C)c1=O)c1ccccc1 (configuration not stated) | · | -23% | 1% | -8% | -2% | -2 | 0.0% | 0% | 1% | -32%
CCN(CC)CCOC(=O)c1ccc(NC(=O)CCCN2C(=O)/C(=C\c3cccs3)SC2=S)cc1 | 36%[activator] | ? | ? | -4% | 0% | 7 | -0.7% | 1% | 14% | -61%[inhibitor]
CCc1ccc(NC(=O)Cn2c(=O)oc3cc(S(=O)(=O)N4CCOCC4)ccc32)cc1 | -6% | ? | -3% | 0% | 0% | 25 | -0.2% | 17% | -1% | -12%
O=C(Nc1ccccc1Oc1ccccc1)c1cc([N+](=O)[O-])ccc1Cl | -6% | · | ? | -73% | -3% | 14 | -0.8% | -7%[46.1 µM] | 7% | -18%
O=C(CNC(=O)C1CCCCC1)NCCCO | 3% | -1% | 4% | -4% | -7% | 4 | 0.2% | -8% | 15% | -3%
C=CCNCCOCCSc1ccc(Cl)cc1 | 8% | -3% | -7% | -21% | -5% | -3 | 0.0% | -10%[46.1 µM] | 7% | -10%
COc1ccccc1CN(C)C(C)C(=O)Nc1cccc(C(C)=O)c1 (configuration not stated) | 5% | ? | -2% | -13% | 2% | ? | -0.2% | 4% | 8% | 18%
COc1ccc(CNC(=O)/C=C/c2ccccc2[N+](=O)[O-])cc1 | 10% | 4% | 3% | 27% | -2% | 3 | 0.4% | -4% | 6% | 0%
COc1ccccc1N(CC(=O)Nc1ccc2c(c1)OCO2)S(=O)(=O)c1ccccc1 | -8% | ? | -22% | -49% | -9% | ? | -0.5% | -7% | 7% | 0%
O=C(NNC(=O)c1ccc(Cn2cccn2)o1)NC12CC3CC(CC(C3)C1)C2 | 20% | 8% | -4% | 9% | 0% | 2 | -0.2% | -1% | 12% | -8%
CC(C)(C)OC(=O)N1CCC[C@H]1C(=O)OCC(=O)Nc1cc(S(C)(=O)=O)ccc1Cl | · | 6% | -5% | 9% | 0% | -1 | -0.3% | 3% | 1% | -17%
O=C(CN1CCCC1)Nc1ccc([N+](=O)[O-])cc1 | -22% | -3% | 12% | 0% | -5% | -1 | -0.2% | 8% | 4% | 0%
Fc1cccc(/C=N/Nc2ccccn2)c1 | 1% | ? | 4% | 7.9µM* | 0% | 14 | 0.0% | 4% | -6% | 0%
CCCCOc1ccc(CSCCN=C(N)N)cc1 | 1% | ? | -5% | -29% | 0% | -1 | 0.3% | -7% | 2% | -51%[inhibitor]
CCOC(=O)c1c(C)n(CC)c2ccc(OC(=O)c3ccc([N+](=O)[O-])cc3)cc12 | -1% | -3% | -16% | -41% | 0% | -2 | -0.2% | 3%[46.1 µM] | -2% | 15%
NC(=S)N/N=C/c1ccc(-n2nncc2-c2ccc(Cl)cc2)cc1 | 56%[activator] | ? | 0% | -30% | -6% | -4 | 1.0% | 6% | 14% | 6%
C[C@@H]1C(NC(=O)c2ccccc2)CC2CC1C2(C)C (some centres not stated) | -3% | 6% | 9% | ? | 4% | ? | -0.2% | 9% | -14% | -15%
COc1ccc(CC2(CO)CCN(Cc3cnn(C)c3)CC2)cc1 | -12% | 15% | 1% | -6% | -1% | -2 | 0.0% | 1% | 7%[11.5 µM] | 8%
CCOC(=O)c1c(C)sc2c1N(C(=O)CN(CC)CC)c1ccccc1S2 | 1% | -3% | -14% | -33% | -2% | 25 | -0.7% | 0%[46.1 µM] | -1% | -19%
Cc1cc(C)n(CCOC(=O)c2sc3ccccc3c2Cl)n1 | -5% | ? | 9% | 3% | -6% | 12 | 0.1% | -4% | 8% | -7%
CCCCCCSc1ccc(-c2nc3ccc(Cl)cn3c2NCc2ccccc2)cc1 | · | 6% | 2% | -9% | -1% | · | -0.3% | -17% | -3% | 0%
Cc1csc(SCC(=O)Nc2nc3ccccc3s2)n1 | 1% | ? | ? | 2.8µM* | 0% | 2 | 0.0% | -7% | 4% | 2%
COc1ccc(NS(=O)(=O)c2ccc(NC(=S)NC(=O)CC(C)C)cc2)cc1 | 1% | ? | 3% | -21% | 0% | -1 | 0.3% | -6% | -2% | -13%
Cc1ccc(Sc2ncccc2C(=O)O)cc1 | -2% | 1% | 17% | 19% | -1% | 6 | 5.7% | 2%[46.1 µM] | · | -5%
Cc1cccc(N2CCN(S(=O)(=O)c3ccc(-c4ccc(=O)[nH]n4)o3)CC2)c1C | 14% | 9% | -20% | -15% | 1% | ? | -0.1% | 1% | 1% | -13%
CC(=O)C1CCC2C3CCC4=CC(=O)C=CC4(C)C3C(=O)CC12C (configuration not stated) | · | · | · | -24% | -1% | · | · | 1% | · | 14%
CCCCC(=O)NC(=S)Nc1cc([N+](=O)[O-])ccc1OC | -12% | 3% | -2% | -4% | -3% | 1 | -0.2% | -2% | 1% | 10%
COC(=O)c1cc2n(n1)CCN(Cc1ccc(OC)cc1)C2=O | 7% | -2% | 4% | -22% | -3% | -1 | -0.9% | 5% | 6% | 9%
CCN(c1ccccc1)S(=O)(=O)c1ccc(Cl)c(NC(=O)CSc2ncn[nH]2)c1 | -2% | -18% | 2% | -16% | -9% | 15 | -0.2% | -5%[46.1 µM] | 2% | 4%
Cc1cc(C)nc(NC(=S)Nc2ccc(Br)cc2Cl)c1 | -4% | 13% | -2% | -32% | 0% | 2 | 0.1% | 1% | 0% | 21%
O=C(Nc1nc(-c2ccc(Oc3ccccc3)cc2)cs1)C1=COCCO1 | 5% | ? | 12% | -59% | -2% | -1 | 0.1% | 2%[46.1 µM] | 4% | -31%
COc1ncnc2c1oc1nc(C)c3c(c12)CC(C)(C)OC3 | -6% | -5% | 2% | -9% | -11% | · | 0.2% | 2% | -3% | 6%
COc1ccc(S(=O)(=O)Nc2c(C)ccc3nsnc23)cc1OC | ? | 1% | -2% | -15% | -1% | -2 | -0.3% | 7% | 6% | -3%
COc1cc(-c2ccc3sc(-c4ccsc4)c(C#CCO)c3c2)cc(OC)c1OC | · | 9.2µM* | -12% | -44% | 3% | 3 | 0.5% | 4% | 9% | -44%
CCOc1ccc(/C=N/NC(=O)c2nnn(-c3nonc3N)c2CN(C)C2CCCCC2)cc1 | -4% | 23% | 10% | 0% | -7% | 0 | -0.2% | 0% | -3% | 9%
COCCOc1ccc(C(F)(F)F)cc1NC(=O)CN1C(=O)NC2(CCCc3ccccc32)C1=O (configuration not stated) | · | -7% | -7% | -47% | 1% | · | -0.1% | -2%[46.1 µM] | 13% | -29%
CCN(CC)c1ccc(S(=O)(=O)N2CCOCC2)cc1NC(=O)CSc1ccccc1 | · | -27% | -2% | -17% | -6% | ? | -0.5% | -6% | 7% | -54%[inhibitor]
O=C(O)CC1S/C(=N/N=C/c2ccccn2)NC1=O (configuration not stated) | -21% | 7% | 2% | -3% | 2% | · | -0.6% | -10% | 3% | 4%
COc1ccc(Cl)cc1-n1c(=S)sc2c(=O)[nH]c(SCC(=O)C(C)(C)C)nc21 | 9% | ? | 0% | -9% | -11% | -6 | -0.2% | -8% | 0% | -31%

A few values from above:
COCCOc1ccc(C(F)(F)F)cc1NC(=O)CN1C(=O)NC2(CCCc3ccccc32)C1=O (configuration not stated) in A-T KAP1 phos shows 13%
COc1cc(-c2ccc3sc(-c4ccsc4)c(C#CCO)c3c2)cc(OC)c1OC in TRPV1 agonist shows 3
